# LDHA block: blocks human lactate dehydrogenase A; activity change, % (values are at about 110 or 230 µM); purified LDHA, NADH/diaphorase-resazurin fluorescence; hits give low values; P00338; 480,000 tested, 0.15% active; AID 1347041; in the data active = activity change below about -30%; inconclusive = mostly about -25% to -30%;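 also: plate controls were DMSO wells for no effect and wells without enzyme for full effect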
#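 Human LDH5 (2 nM) was incubated with 0.06 mM NADH and 0.2 mM pyruvate for 5 min at room temperature in Tris pH 7.4. Remaining NADH was coupled through diaphorase/resazurin, and resorufin fluorescence was read at 0 and 20 min.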
# RXFP1 ag: activates the human relaxin receptor RXFP1; HEK293T-RXFP1 cAMP TR-FRET, 30 min; response scale: percent of porcine relaxin response, buffer zero; 370,000 tested, 0.3% active; Potency, µM (highest dose often 57.5 µM), for inactives: top-dose activation, actives largely listed as activators; Q9HBX9; also: potency is read from the fitted curve at half-maximal effect; % is scaled to controls: 0 for no effect and ±100 for the full control effect; nearly all actives have a fitted effect of over 60% in size; many of its hits are not listed in these tables
# Target sequence (Q9HBX9 whole entry, looked up): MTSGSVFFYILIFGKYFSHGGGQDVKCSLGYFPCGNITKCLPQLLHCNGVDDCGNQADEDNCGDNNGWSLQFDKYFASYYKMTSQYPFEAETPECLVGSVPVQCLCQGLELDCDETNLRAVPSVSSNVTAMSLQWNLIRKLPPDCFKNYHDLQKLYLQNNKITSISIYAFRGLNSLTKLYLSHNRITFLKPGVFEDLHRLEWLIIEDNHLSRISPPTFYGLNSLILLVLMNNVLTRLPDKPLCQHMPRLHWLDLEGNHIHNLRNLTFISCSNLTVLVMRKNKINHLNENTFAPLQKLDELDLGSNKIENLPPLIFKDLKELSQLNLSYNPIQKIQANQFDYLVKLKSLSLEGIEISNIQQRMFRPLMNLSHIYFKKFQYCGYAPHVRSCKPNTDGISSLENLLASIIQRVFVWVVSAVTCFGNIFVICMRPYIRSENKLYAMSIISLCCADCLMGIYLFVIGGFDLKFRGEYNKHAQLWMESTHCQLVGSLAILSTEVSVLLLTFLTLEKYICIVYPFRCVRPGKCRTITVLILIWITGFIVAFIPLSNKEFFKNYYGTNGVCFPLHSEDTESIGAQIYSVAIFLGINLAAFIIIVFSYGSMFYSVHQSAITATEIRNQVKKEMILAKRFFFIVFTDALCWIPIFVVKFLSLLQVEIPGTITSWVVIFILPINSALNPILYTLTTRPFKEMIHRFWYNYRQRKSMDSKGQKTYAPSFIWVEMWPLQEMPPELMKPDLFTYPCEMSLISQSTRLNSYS
#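 Agonist response is measured as cAMP accumulation in an RXFP1-transfected HEK293T line under PDE4 inhibition. Values are scaled between buffer-only and 29 nM porcine relaxin, and EC50s come from standard Hill equation fits.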
# Vif-APOBEC3F blk: Vif-A3F binding inhibition; AID 602313; HeLa A3F-eYFP + Vif (tagged APOBEC3F with the HIV-1 protein that degrades it), YFP fluorescence increase; Potency, µM (titrated, usually from 46.1 µM), inactives show at the top dose activity, negative = active; 390,000 tested, 0.2% active; also: potency is read from the fitted curve at half-maximal effect; % of control where 0% means no effect; nearly all actives have a fitted effect of over 65% in size
#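 HeLa cells stably expressing A3F-eYFP plus Vif, plated and incubated overnight at 37 deg C, then exposed to compounds overnight at 37 deg C. Blocked degradation read as raised yellow fluorescence (Ex 488/Em 500-530).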
# D1 PAM: enhances dopamine response at the human D1 receptor; P21728; HEK293 TREx D1 cells, calcium flux, dopamine EC20 potentiation; potentiation, % at 10 µM; 360,000 tested, 0.036% active; in the data active = potentiation above about 30%; also: 0% is about no effect
# D1 agonist: activates the human D1 dopamine receptor; P21728; HEK293 T-REx D1 cells, calcium flux, agonist mode; activation, % at 2 µM; 360,000 tested, 1% active; in the data active = activation above about 30%; also: 0% is about no effect
#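 Tetracycline-induced HEK293 TREx D1 cells, force-coupled to calcium signalling, were dye-loaded with a no-wash calcium kit. Compound was pin-added after a 10 s baseline. Fluorescence was read kinetically at 1 cycle/s for 180 s, with calcium rises flagged as agonism.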
# Vif-APOBEC3G blk: blocks the Vif interaction with human APOBEC3G. 410,000 tested, 0.076% active. Potency, µM (series often up to 46.1 µM), without a hit: at the top dose activity, negative = active, usual class: inhibitors. AID 602310. HeLa A3G-eYFP + Vif (tagged APOBEC3G with the HIV-1 protein that degrades it), YFP fluorescence, overnight. Q9HC16;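 also: potency is read from the fitted curve at half-maximal effect; % is scaled to controls: 0 for no effect and ±100 for the full control effect; nearly all actives have a fitted effect of over 60% in size; hits raise eYFP signal because A3G escapes Vif-driven loss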
#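 Read-out is eYFP fluorescence (Ex 488/Em 500-530) from Vif-expressing HeLa A3G-eYFP cells; more signal means A3G escaped Vif-mediated degradation. Cells plated overnight, compound pinned in, incubated overnight at 37 deg C.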
# D1 antag: human D1 dopamine receptor antagonism | HEK293 TREx D1 cells, calcium flux, dopamine EC80; hits give low values | activity change, negative = inhibition, % at 10 µM | 360,000 tested, 3.2% active | AID 504652; in the data active = activity change below about -30%; also: % is scaled to controls: 0 for no effect and ±100 for the full control effect
#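 Allosteric or orthosteric antagonism assessed as attenuation of the calcium response to EC80 dopamine, added 180 s after compound, in induced HEK293 Trex D1 cells loaded with no-wash calcium dye.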
# D2 PAM: D2 dopamine receptor (human) potentiation | P14416 | 340,000 tested, 0.34% active | potentiation, % at 10 µM | HEK293 T-REx D2, calcium flux, EC20 dopamine potentiation | AID 485347;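 active = potentiation over 3 SD above the plate norm, cut at about 30% in these data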; also: 0% is about no effect
#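 Calcium flux readout, no-wash dye, 1 read/s. Inducible HEK293 Trex D2 line, overnight 30 C. Compound alone 180 s (agonist flags), then EC20 dopamine, another 180 s to score potentiation.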
# GRP78 ERSR act: inducers of ER stress response in human glioma cells. 420,000 tested, 0.02% active. Potency, µM, for inactives: at the highest dose activation, usual class: activators. U87-MG GRP78 promoter luciferase reporter, 16 h; also: potency is read from the fitted curve at half-maximal effect; series mostly up to about 76 µM; % of control where 0% means no effect; nearly all actives have a fitted effect of over 35% in size
#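 ERSR induction read as luciferase luminescence (Bright-Glo, 10 min at room temperature) in stably transfected human U87-MG glioma cells exposed to compounds for 16 h, using GRP78 as sensor.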
# Active calls of the source: *; ? = inconclusive; nt = no result given; & = joins results of further samples. Unless noted, calls follow the shape of the dose curve; as a rule, active = well fitted curve in the direction sought with a large enough effect; inconclusive = small, poorly fitted or top-dose-only effect, or another doubt; inactive = no such curve, though single readings can be large; an effect the other way counts as inactive or inconclusive. Some of the compounds tested; the hit share may differ from the screen's.
SMILES,LDHA block,RXFP1 ag,Vif-APOBEC3F blk,D1 PAM,D1 agonist,Vif-APOBEC3G blk,D1 antag,D2 PAM,GRP78 ERSR act
CC(C)(CO)NC(=O)CC1C(=O)NCCN1CC(c1ccccc1)c1ccccc1 (configuration not stated),0,2.7%,-16%,0,0,-2%,-1,-2,-6%
CCCC12CN3CC(C)(CN(C1)C3c1ccc(OCc3ccccc3)cc1)C2=O (configuration not stated),-8,-0.3%,-4%,2,0,1%,-6,7,-4%
COc1ccc(C(=O)N=C2SC3CS(=O)(=O)CC3N2c2ccc(N(C)C)cc2)cc1OC (configuration not stated),2,29%,-4%,-6,2,2%,0,5,1%
N#CCSc1nc2c(c(=O)n1Cc1ccccc1)C1(CCCC1)Cc1ccccc1-2,-2,0.1%,-13%,-6,1,-1%,-10,1,-4%
O=C(Nc1cccc(C(=O)O)c1)/C(=C\c1ccc2c(c1)OCO2)NC(=O)c1ccccc1Br,-18,nt,-1%,nt,nt,1%,nt,nt,-3%
COc1ccc(Cn2nnc3c(=O)[nH]c(C4CCN(C(=O)c5ccc(C)cc5)CC4)nc32)cc1OC,-5,-0.7%,2%,-1,-2,-4%,8,15,-4%
CCC(C)c1ccc2oc(-c3ccc(NC(=O)c4cc5ccccc5o4)cc3)nc2c1 (configuration not stated),1,13%,nt,1,0,nt,-6,-1,nt
O=C(O)C1CCCCC1C(=O)OCCCCOC(=O)C1CCCCC1C(=O)O (configuration not stated),-5,0.0%,0%,-5,1,1%,-31*,2,0%
C/C(=N\NC(=O)C1CC1)c1ccc(Cl)c(Cl)c1,-2,2.6%,-2%,-2,5,5%,6,20,1%
Cc1nn(C)c(C)c1Sc1ccccc1N,-3,-1.3%,4%,-9,37*,2%,-16,-3,-4%
CCC(C)C(NC=C1C(=O)OC(C)(C)OC1=O)C(=O)O (configuration not stated),-7,-0.1%,1%,-2,0,2%,nt,-6,-3%
CC(C)(C)[C@H]1C=C(C(N)=O)O[C@@H](OCc2ccc(CO)cc2)C1,9,0.1%,1%,2,-3,-1%,-31*,-8,2%
O=C(N/N=C/C=C/c1ccccc1[N+](=O)[O-])c1cccs1,-7,1.6%,0%,-4,0,-8%,-4,-22,3%
Cc1cc(C)c2nc(NC(=O)c3cccc(S(=O)(=O)N4CCc5ccccc54)c3)sc2c1,-3,-1.2%,10%,-3,7,-4%,-3,19,-2%
O=C(O)C1CC(=O)N(c2ccc(F)cc2)C1 (configuration not stated),-1,1.3%,2%,-5,1,0%,2,0,-1%
COC(=O)c1sccc1NC(=O)C1C2C=CC(O2)C1C(=O)O (configuration not stated),3,2.6%,nt,-3,2,-1%,-14,11,-5%
Cc1oc(-c2ccccc2F)nc1CSc1nnc(C)n2c1cc1occc12,4,22%,-1%,-6,3,1%,-15,-7,-3%
Nc1nc(Sc2ccc(C(F)(F)F)cn2)n[nH]1,-3,0.2%,1%,-1,4,1%,0,6,-3%
CCCCOC(=O)CSc1nc2c(cc1C#N)C(=O)CC(C)(C)C2,-2,1.0%,2%,3,1,1%,-39*,nt,5%
O=C(CSc1nc(Nc2ccccc2)nc(N2CCOCC2)n1)NC1CCCCC1,-7,-1.5%,5%,-4,2,3%,-7,0,-4%
Cc1ccc(S(=O)(=O)CCC(=O)OCC(=O)c2c[nH]c3ccccc23)cc1,0,4.6%,-7%,-2,0,-5%,1,3,-4%
CC1(C)CC(=O)c2c(-c3cccs3)n[nH]c2C1,0,1.1%,-1%,-1,5,1%,nt,14,-4%
COc1cc(/C=N/N2CCN(Cc3ccccc3)CC2)cc(OC)c1OC,-15,nt,-13%,nt,nt,0%,nt,nt,-2%
O=C(CSc1ccccn1)Nc1ccc(F)c([N+](=O)[O-])c1,-6,0.0%,-1%,-5,4,-4%,-24,3,0%
COC(=O)c1ccc(CN2CCN(CC(C)C)C(CCO)C2)cc1 (configuration not stated),-3,-2.2%,-1%,2,3,-5%,8,12,-5%
# Additional compounds follow.
SMILES,LDHA block,RXFP1 ag,Vif-APOBEC3F blk,D1 PAM,D1 agonist,Vif-APOBEC3G blk,D1 antag,D2 PAM,GRP78 ERSR act
CCS(=O)(=O)c1ccc(OC)c(N=Nc2ccc(O)c3ncccc23)c1,-4,5.4%,8%,-7,-1,5%,10,5,-5%
COc1ccccc1CCNC(=O)C(=O)NCC1OCCN1S(=O)(=O)c1ccc(F)cc1 (configuration not stated),2,0.6%,2%,-7,1,9%,3,-8,-1%
O=C(NCCc1c[nH]c2ccccc12)C1CCN(Cc2ccc(Br)cc2)CC1,0,0.1%,-3%,-9,36*,4%,-56*,-22,-5%
CCOC(=O)C1=C(C)NC(C)=C(C(=O)OCC)C1C(=O)OCC(=O)N1c2ccccc2CC1C (configuration not stated),-2&0,0.3%,?,15,2,-6%&-2%,-1,0,-1%&1%
CSC1=C(C#N)C(c2ccccc2Cl)C2=C(N1)c1ccccc1C2=O (configuration not stated),0,1.7%,?,-7,-1,-15%,-42*,2,2%
COC(=O)C(C)N1C(=O)S/C(=C/c2cc(C)n(-c3ccccn3)c2C)C1=O (configuration not stated),-2,-0.9%,1%,-2,2,1%,-3,-4,-6%
COc1ccc(S(=O)(=O)NC2CCCC2)cc1Cl,-1,5.1%,1%,1,6,-9%,-4,-5,-3%
O=S(=O)(Cc1ccc(Cl)cc1)N1CCN(Cc2ccc3c(c2)OCO3)CC1,-15,-0.1%,-1%,-3,1,0%,-4,-2,-6%
COc1ccc(NC(=O)CCNC(=O)c2ccccc2Cl)cc1S(=O)(=O)N1CCCCC1,-1,nt,2%,nt,nt,2%,nt,nt,-2%
CCC(=O)Nc1nnc(S(=O)(=O)N2CCCc3ccccc32)s1,1,0.0%,1%,-4,-1,1%,2,3,-3%
COc1ccc(C2(C)NC(=O)N(CC(=O)Nc3ccc4c(c3)OCO4)C2=O)cc1OC (configuration not stated),1,0.3%,-12%,-2,2,1%,-11,16,5%
CCOC(=O)N1CCN(C(=O)CN(C2CCCCC2)S(=O)(=O)c2ccc(C)cc2)CC1,-3,-0.5%,0%,-2,4,1%,-7,-5,-3%
N#CC1(Cc2ccc([N+](=O)[O-])cc2)c2ccccc2C=CN1C(=O)c1ccccc1 (configuration not stated),-4,-2.0%,-11%,5,2,1%,-4,-5,-4%
CCOC(=O)c1sc(N2C(=O)c3oc4ccc(C)cc4c(=O)c3C2c2ccccc2F)nc1C (configuration not stated),-12,0.3%,2%,-6,0,0%,11,7,-1%
CC(CCCCC(=O)Nc1ccc(C(F)(F)F)cc1)NCCc1cnc[nH]1 (configuration not stated),nt,0.1%,nt,-2,-1,nt,25,-7,-4%
CC1CCN(c2nn3c(=O)c(C(=O)NC(C)C)cnc3s2)CC1,1,0.9%,3%,-2,-1,3%,3,0,-3%
COc1ccc(CNc2ncnc3cc(Cl)ccc23)cc1OC,-3,-1.3%,15%,0,13,-1%,-3,-5,-6%
O=C(CCSc1nc(-c2ccc3c(c2)OCO3)cc(C(F)(F)F)n1)NCc1ccco1,-3,0.8%,-2%,nt,5,-3%,-17,-4,-6%
CCOC(=O)c1nnn(-c2nc(N(C)C)nc(N(C)C)n2)c1C,-6,-0.6%,-5%,-2,4,0%,10,4,-7%
CCOc1ccc(C(=O)Nc2sc3c(c2C(=O)OC)CC(C)(C)NC3(C)C)cc1,-9,1.0%,0%,-2,3,4%,19,9,-2%
CCOc1ccc(CNC(=O)CCS(=O)(=O)Cc2ccccc2C)cc1OC,-3,2.4%,-21%,-5,-1,-1%,0,3,0%
O=C(O)COc1ccccc1/C=N/NC(=O)c1cc(-c2ccccc2)nc2ccccc12,-13,-3.2%,-6%,7,1,1%,-2,-2,-5%
Cc1occc1C(=O)NC1CCCN(Cc2ccc(CC(C)C)cc2)C1 (configuration not stated),2,-0.5%,-3%,2,9,0%,15,-24,-5%
CCOC(=O)CC(/C(C)=N\O)c1ccccc1 (configuration not stated),-2,0.1%,-5%,1,1,-3%,-75*,-2,2%
Cc1ccc(C)c(NC(=O)CN(C)C(=O)c2cc3c(s2)CCCCC3)c1,-5,1.8%,1%,0,6,-2%,4,1,-2%
# Remaining list, next part
SMILES,LDHA block,RXFP1 ag,Vif-APOBEC3F blk,D1 PAM,D1 agonist,Vif-APOBEC3G blk,D1 antag,D2 PAM,GRP78 ERSR act
O=C(NNC(=O)c1cccnc1)Nc1cccc(Cl)c1Cl,-13,0.6%,-5%,-6,2,0%,0,5,-4%
CC1(CC(=O)NNC(=O)Nc2ccccc2)OCCCO1,-5,-1.6%,1%,-1,4,-6%,19,13,-8%
CCOc1cc(/C=N/N=C2/NC(=O)C(CC(=O)O)S2)ccc1OCc1ccc(Cl)cc1Cl (configuration not stated),-9,-0.7%,0%,-3,0,-3%,-12,nt,-4%
CCOC(=O)c1c(C)[nH]c(C(=O)COC(=O)C2=NNC(=O)CC2)c1C,2,3.6%,9%,-3,2,-8%,15,8,-3%
NC(=O)CSc1nnc(SCc2ccc(F)cc2)s1,-5,0.8%,0%,-4,1,1%,nt,7,3%
Cc1nn(-c2ccc(C(=O)O)cc2)c(C)c1Cl,0,1.6%,-3%,0,3,-6%,11,0,-1%
C=CC[n+]1c(-c2ccc(OC)cc2)csc1NNC(=O)Nc1ccccc1,7,3.3%,-3%,2,3,0%,-18,1,3%

# For convenience, part of the list above.
SMILES,LDHA block,RXFP1 ag,Vif-APOBEC3F blk,D1 PAM,D1 agonist,Vif-APOBEC3G blk,D1 antag,D2 PAM,GRP78 ERSR act
O=C(NNC(=O)c1cccnc1)Nc1cccc(Cl)c1Cl,-13,0.6%,-5%,-6,2,0%,0,5,-4%
CC1(CC(=O)NNC(=O)Nc2ccccc2)OCCCO1,-5,-1.6%,1%,-1,4,-6%,19,13,-8%
CCOc1cc(/C=N/N=C2/NC(=O)C(CC(=O)O)S2)ccc1OCc1ccc(Cl)cc1Cl (configuration not stated),-9,-0.7%,0%,-3,0,-3%,-12,nt,-4%
CCOC(=O)c1c(C)[nH]c(C(=O)COC(=O)C2=NNC(=O)CC2)c1C,2,3.6%,9%,-3,2,-8%,15,8,-3%
